Compound activity: PubChem, several laboratories
MT1-MMP act inh: blockers of MT1-MMP proenzyme processing, primary screen, HT1080 RFP-PRO-GFP cells, GFP/RFP fluorescence; GFP/RFP ratio change, % at 20 µM; GFP/RFP ratio fluorescence, overnight; percent of plate control window, DMSO zero; actives 0.061% (n = 360,000); Matrix metalloproteinase-14 (Homo sapiens), P50281;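 active means GFP/RFP ratio change of at least 30% with cell ATP level not reduced by more than half and red fluorescence within 50% of control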; further: strong numbers were not always called active
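Assay system – RFP-PRO-GFP reporter HT1080 cells · Compound dosing – single dose of 20 µM compound, 1% DMSO final · Incubation – overnight compound exposure at 37 °C · Measure – GFP/RFP fluorescence ratio · Benchmarks – DMSO wells and RFP-L50D-GFP cells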
SKN-1 inh: suppressors of acrylamide-induced Pgst-4::GFP reporter in worms, primary screen, SKN-1 inhibitor project, whole organism, uHTS, GFP/RFP fluorescence ratio, strain VP596; inhibition, % at 21.8 µM; AID 624304, 2012; actives 0.49% (n = 360,000); C. elegans VP596 Pgst-4::GFP/RFP ratio, 24 h;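 active means interference check ratio from 0.5 to 1.5 plus GFP to RFP signal ratio inhibition reaching or exceeding a fixed threshold, cut at about 30% in these data, passing the limit was not always enough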; further: some compounds called inactive have numbers as strong as hits
MsrA inhibitor: bovine MsrA enzyme inhibitors, primary screen, biochemical, absorbance, HTS; inhibition, % at 15.5 µM; actives 0.75% (n = 360,000); purified bovine MsrA, absorbance read-out; in the data active means inhibition above about 4.5%;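 further: 0% = vehicle wells with enzyme and 100% = reference inhibitor wells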
FAS-TE inh: FAS thioesterase domain inhibitors, primary screen, biochemical, fluorescence intensity, uHTS; actives 0.67% (n = 360,000); AID 602261, 2012; Fatty acid synthase (Homo sapiens), P49327; inhibition, % at 15 µM; recombinant FAS-TE, OMFH fluorogenic substrate, fluorescence endpoint;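 active means compounds whose normalised, plate-corrected inhibition of enzyme fluorescence in the single-dose primary screen is 50% or more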;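 further: 0% = DMSO with enzyme and 100% = substrate without enzyme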
NRP1-CendR mod: modulators of CendR peptide binding to NRP-1, primary screen, biochemical, fluorescence polarization, uHTS. FAM-RPARPAR peptide binding to NRP-1. actives 0.85% (n = 360,000). Neuropilin-1 (Homo sapiens), O14786. inhibition, % at 25 µM. AID 602438, 2012;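 active means inhibition or corrected inhibition above about 18%, plus a signal ratio from 0.5 to 1.5, limit read from the data, passing the limit was not always enough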; further: strong numbers were not always called active
Target sequence (O14786 whole entry, looked up): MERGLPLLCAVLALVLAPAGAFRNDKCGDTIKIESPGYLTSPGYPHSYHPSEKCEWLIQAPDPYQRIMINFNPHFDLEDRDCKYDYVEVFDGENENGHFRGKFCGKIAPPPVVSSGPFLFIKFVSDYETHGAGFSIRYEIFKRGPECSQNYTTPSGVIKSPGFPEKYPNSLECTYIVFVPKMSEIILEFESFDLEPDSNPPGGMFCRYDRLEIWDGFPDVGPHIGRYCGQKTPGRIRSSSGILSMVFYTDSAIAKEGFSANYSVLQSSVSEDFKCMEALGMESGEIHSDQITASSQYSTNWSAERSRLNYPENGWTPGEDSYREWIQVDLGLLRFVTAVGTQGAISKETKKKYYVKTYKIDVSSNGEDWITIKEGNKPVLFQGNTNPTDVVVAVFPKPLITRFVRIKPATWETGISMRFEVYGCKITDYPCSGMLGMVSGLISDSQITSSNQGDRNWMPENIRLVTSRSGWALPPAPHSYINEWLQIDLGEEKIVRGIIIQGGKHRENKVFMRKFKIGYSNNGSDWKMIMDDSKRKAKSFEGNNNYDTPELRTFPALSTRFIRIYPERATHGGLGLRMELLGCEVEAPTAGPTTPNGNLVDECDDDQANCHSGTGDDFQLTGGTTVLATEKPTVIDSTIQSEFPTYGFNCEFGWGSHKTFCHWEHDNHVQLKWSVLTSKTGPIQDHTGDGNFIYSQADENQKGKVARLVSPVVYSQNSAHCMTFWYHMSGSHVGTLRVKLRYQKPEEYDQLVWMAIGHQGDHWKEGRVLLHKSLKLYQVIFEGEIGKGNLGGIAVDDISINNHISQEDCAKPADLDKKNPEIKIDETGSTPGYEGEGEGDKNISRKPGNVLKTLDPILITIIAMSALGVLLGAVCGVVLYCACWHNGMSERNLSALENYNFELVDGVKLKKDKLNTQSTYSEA
MsrA act: bovine MsrA enzyme activators, primary screen, biochemical, absorbance, HTS. Methionine sulfoxide reductase A (Bos taurus). purified bovine MsrA, absorbance read-out. activation, % at 10.6 µM. actives 0.3% (n = 360,000). AID 602163, 2012; in the data active means activation above about 7.5%;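 further: 0% = vehicle and 100% = reference activator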
MLLE-PAM2 inh: inhibitors of PABP1 MLLE–PAM2 peptide binding, primary screen, biochemical, fluorescence polarization, FITC-PAM2, GST-MLLE | Polyadenylate-binding protein 1 (Homo sapiens), P11940 | inhibition, % at 20 µM | actives 0.36% (n = 360,000); in the data active means inhibition above about 35%, passing the limit was not always enough;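 further: plate controls were DMSO wells with GST-MLLE for no effect and wells lacking GST-MLLE protein for full effect; some results filed as inactive read as strong as hits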
E coli Lon inh: inhibitors of E. coli Lon protease, primary screen, biochemical, fluorescence polarization. actives 0.42% (n = 360,000). purified E. coli Lon protease. inhibition, % at 7.94 µM. AID 602123, 2011; in the data active means inhibition above about 13%, passing the limit was not always enough;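 further: 0% = enzyme with probe and DMSO and 100% = no enzyme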
TbMetRS inhib: T. brucei MetRS inhibitors, primary screen, biochemical, luminescence. methionyl-tRNA synthetase (Trypanosoma brucei brucei). purified T. brucei MetRS, ATP depletion, Kinase-Glo luminescence. inhibition, % at 11.9 µM. actives 0.4% (n = 360,000);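 active means inhibition above a per-plate cutoff of the control wells' mean inhibition plus 3 SD, cut at about 5.5% in these data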;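 further: 0% = DMSO wells median and 100% = median of wells with control inhibitor compound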
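Test system – parasite MetRS enzyme · Reagent – substrates ATP, L-methionine and bulk Escherichia coli tRNA · Doses – 11.9 µM compound single dose, 0.9% DMSO · Times – 15 min enzyme-compound preincubation, 2 h reaction, 10 min detection, 25 °C · Signal – Kinase-Glo luminescence, ATP depletion format · Controls – DMSO-only wells as low control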
* marks the source's active call; other numbers are inactive results; . = no result given.

Every second line gives: MT1-MMP act inh, SKN-1 inh, MsrA inhibitor, FAS-TE inh, NRP1-CendR mod, MsrA act, MLLE-PAM2 inh, E coli Lon inh, TbMetRS inhib
O=C(CCN1C(=O)c2cccc3cccc(c23)C1=O)N1CCN(Cc2ccc3c(c2)OCO3)CC1
    -2.6, 7.4, 0.5, 5.1, -4.6, -1.9, -1.2, -2.4, -0.7
Cc1ccc(C(=O)c2c3ccc(C(F)(F)F)cc3[n+]([O-])n2CCC(N)=O)cc1
    -5.1, -2.7, 0.3, -1.6, 4.8, -1.2, 12.3, -15.1, -0.1
O=C(Cc1nn[nH]n1)NCc1ccccc1Cl
    3.1, 13.3, -1.8, -1.4, -0.1, -2.6, 15.1, 1.9, -0.7
CC(C)c1ccccc1NC(=O)COC(=O)c1c2c(nc3ccccc13)CCN(Cc1ccccc1)C2
    -21.4, 17.6, -0.6, 12.8, -14.8, -4.0, -2.5, -5.0, -0.7
COc1ccc(/C=N/NC(=O)CN2CCSCC2)cc1C
    2.9, -1.7, -0.7, -2.6, -2.8, -7.8, -3.9, -4.4, -0.8
CN1CCN(c2ccc(CNS(=O)(=O)c3ccsc3)cc2)CC1
    -4.5, -2.5, 1.1, -6.7, -9.3, -1.0, 4.7, -9.7, -0.5
CC(C)n1c(CN2CCN(C)CC2)nc2c1c(=O)n(C)c(=O)n2C
    -2.9, -8.6, 2.0, -5.9, -4.0, 0.4, 0.7, -2.8, 0.1
CCOC(=O)C(=CNc1cscc1S(=O)(=O)C(C)C)C(=O)OCC
    -0.9, 8.9, -0.3, -6.5, 1.1, 1.0, 15.8, -2.8, 0.8
O=C(c1ccc2c(c1)OCO2)c1ccc[nH]1
    6.4, -19.8, 4.2, -3.8, -11.6, -3.0, 9.2, 0.5, 0.2
Cc1ccc(S(=O)(=O)c2c(C)cc(C)nc2N2CCCC2)cc1
    -5.4, 1.5, 0.6, 13.1, 8.6, -3.1, -8.4, -0.2, 0.1
COC(=O)c1c(-c2ccc(C)cc2)csc1NC(=O)Cc1ccc(OC)c(OC)c1
    -6.0, 22.8, 0.3, 12.0, -22.2, -6.2, 4.0, -10.5, -0.6
COc1ccc(S(=O)(=O)Nc2cccc3c2O[C@H](CN(C)C)[C@@H](C)CN([C@H](C)CO)C3=O)cc1
    -0.8, 19.9, -0.2, -8.8, 4.1, 2.4, -7.5, 1.8, -0.1
CSc1nc(O)c(Nc2ccccc2)c(=O)[nH]1
    -0.5, 24.7, -0.7, -1.9, 12.5, -3.4, 29.4, -2.4, -0.1
CC(=O)N(c1ccccc1C)S(=O)(=O)c1ccc(Cl)cc1
    -2.2, 0.7, 0.8, 4.1, -1.9, -1.5, -9.0, -0.4, 0.5
CCc1cc2c(-c3ccccc3)cc(=O)oc2cc1OC(C)C(=O)NCC1CCC(C(=O)O)CC1 (centres undefined)
    5.4, 0.3, 2.6, -2.1, -7.2, -3.9, 6.5, 6.2, 0.6
O=c1cc2c(c(-c3ccccc3)n1Cc1ccccc1)[C@H](CCO)NC2
    1.8, -4.4, -0.2, -8.6, -15.8, -1.3, -7.2, -11.1, 0.4
O=C1OCCN1C(=O)[C@H]1[C@H](c2ccc([N+](=O)[O-])cc2)C(c2ccc(F)cc2)=NN1c1ccccc1
    -0.2, -9.0, 2.0, 84.1*, -0.2, -0.7, -4.6, 7.6, 0.4
CC1(C)CC(=O)c2cnc3c(C#N)cnn3c2C1
    -0.9, 12.8, 2.5, 2.6, -5.1, -3.3, 20.6, 2.0, 0.0
CN(C(=O)CN1C(=O)/C(=C/c2ccccc2Cl)SC1=S)C1CCS(=O)(=O)C1 (centres undefined)
    -3.0, -14.5, 0.3, 1.8, 6.3, -1.6, 40.9*, -6.0, -0.4
C=CCNc1nc(Nc2ccc([N+](=O)[O-])cc2)nc(OCC)n1
    2.8, 3.2, 0.3, -0.9, -0.5, -3.8, 16.0, -3.6, 0.2
Cn1ccnc1SCC(=O)Nc1cc(F)ccc1F
    0.0, 5.6, 1.3, -3.6, 9.1, 3.0, -1.3, 5.6, -0.3
Cc1cc2cc(CN3C(=O)c4ccccc4C3=O)ccc2n1C
    31.9*, 46.1*, -0.9, 21.0, 3.9, -4.7, 48.4*, 24.5*, -0.7
O=C(CCSCCc1ccccn1)Nc1c(F)cc(F)cc1Br
    1.1, 10.6, 0.1, -5.1, 6.6, -1.2, -2.9, 4.2, 0.0
Cn1nc(C(=O)NCc2ccccn2)c2ccccc2c1=O
    2.7, -17.6, -0.8, -3.2, -0.2, -2.3, -4.0, 3.0, -0.6
COc1cc2c(C#N)c(N3CCN(c4ccccc4OC)CC3)nc(N)c2c(N)n1
    -4.9, -5.0, 1.2, 14.5, -8.2, 0.0, -3.7, -2.5, -0.1
COc1cccc(NC(=O)c2cc(C(=O)Nc3cccc(OC)c3)n(C)n2)c1
    2.2, 3.3, 0.3, 2.8, -5.6, -2.0, 7.2, -1.6, -0.6
CCOC(=O)c1ccc(NC(=O)C2CCN(S(=O)(=O)CC)CC2)cc1
    1.7, 4.1, 0.7, -6.6, 2.4, 0.9, -11.8, 4.2, 0.3
Cc1cccc2sc(N(CCCN(C)C)C(=O)COc3ccc(Cl)cc3)nc12
    6.0, 17.6, -1.3, 23.5, 10.2, -1.8, -7.1, 7.2, -0.4
O=C(NCC1CC1)c1cc(-c2ccccc2)nn1CC1CC(c2cccc([N+](=O)[O-])c2)=NO1 (centres undefined)
    4.4, 21.7, 1.5, 31.0, 16.5, -9.7, 10.4, 5.3, -0.5
CCCOc1ccc(NC(=O)C2CC(=O)N3CCCN=C3S2)cc1 (centres undefined)
    2.2, 19.0, -0.6, -11.6, 5.6, -0.1, 2.9, 3.5, 0.0

Complete entries as entered above. Order of values: MT1-MMP act inh, SKN-1 inh, MsrA inhibitor, FAS-TE inh, NRP1-CendR mod, MsrA act, MLLE-PAM2 inh, E coli Lon inh, TbMetRS inhib
Results for `CCCOc1ccc(NC(=O)C2CC(=O)N3CCCN=C3S2)cc1` (centres undefined) → 2.2, 19.0, -0.6, -11.6, 5.6, -0.1, 2.9, 3.5, 0.0
Results for `CC(=O)N(c1ccccc1C)S(=O)(=O)c1ccc(Cl)cc1` → -2.2, 0.7, 0.8, 4.1, -1.9, -1.5, -9.0, -0.4, 0.5

Remaining list, next part
Every second line gives: MT1-MMP act inh, SKN-1 inh, MsrA inhibitor, FAS-TE inh, NRP1-CendR mod, MsrA act, MLLE-PAM2 inh, E coli Lon inh, TbMetRS inhib
COc1cccc(C(=O)OCCCOC(=O)c2cccc(OC)c2OC)c1OC
    0.3, -14.9, 0.0, 5.4, 4.6, -3.3, -13.4, 1.9, -0.2
Cc1cccc(Nc2nnc(SCC(=O)NCc3cccs3)s2)c1C
    2.7, -0.5, 0.5, -5.5, -4.1, -1.9, 5.0, -2.5, 0.0
O=C(CNC(=O)c1ccc(Br)cc1)OCc1cc([N+](=O)[O-])cc2c1OCOC2
    2.9, -3.8, 1.4, 40.2, -3.6, 0.1, 8.6, 6.3, 0.1
CCOC(=O)C1(CC/C(C)=N\NC(N)=O)CC(C)(C)OC1=O (centres undefined)
    -0.8, 12.9, 0.4, -8.5, 0.2, -3.2, 4.3, 1.4, 0.7
Cc1cc(C)n(/N=C\c2c(O)ccc3ccccc23)c(=O)c1C(N)=O
    -2.4, -9.2, 0.9, -4.2, -2.2, -2.2, 10.1, -12.3, -0.9
CC(C)(C)C(=O)Nc1ccc(C(=O)NNC(=O)Cc2ccccc2)cc1
    -0.2, 11.5, -0.4, -5.9, 20.4, 1.6, -4.9, 0.5, -0.8
Cc1c(NC(=O)c2cc(-c3ccccc3)nc3ccccc23)c(=O)n(-c2ccccc2)n1C
    2.1, -4.2, 1.2, -0.8, 1.4, -2.9, 11.3, -13.1, -0.3
CCc1ccc(-c2nc(CS(=O)CC(=O)NCCCN3CCC(C)CC3)c(C)o2)cc1 (centres undefined)
    2.6, 18.0, -1.8, -3.5, 0.9, -1.8, 3.4, -17.8, -0.5
O=C(NCc1ccccn1)C1CCCN(S(=O)(=O)c2cc(Cl)ccc2Cl)C1 (centres undefined)
    16.5, -0.7, ., 14.3, 5.7, -2.6, -8.3, -1.8, -0.4
O=C(NCCCN1CCOCC1)/C(=C/c1ccc(-c2cccc([N+](=O)[O-])c2)o1)NC(=O)c1ccccc1
    -2.5, 14.5, 3.8, 8.7, -7.8, -4.9, -9.4, -2.5, -0.1
COc1ccc(C2CC(c3ccc(Cl)cc3)=NN2c2ccc(S(N)(=O)=O)cc2)cc1 (centres undefined)
    0.0, 8.7, 2.4, 23.3, -9.7, -1.3, -0.5, 4.5, -0.2
CN(C(=O)CC1C(=O)NCCN1Cc1ccc(F)c(F)c1)C1CCCCC1 (centres undefined)
    2.5, -8.1, 0.1, 3.4, -10.5, -9.5, 7.4, 1.2, 0.0
COCCNC(=O)C(=O)NCC(c1ccc2c(c1)OCO2)N1CCN(c2ccc(F)cc2)CC1 (centres undefined)
    3.6, 22.9, -1.0, 3.7, 2.4, -4.1, -8.3, 1.4, -0.5
COc1ccc(C(=O)NC2CCCN(Cc3ccc(Cl)cc3)C2)c(OC)c1 (centres undefined)
    -4.3, -2.5, 0.5, 13.8, 12.9, -0.6, -5.0, -13.5, -0.2

Given with each value named: part of the list above
> CCc1ccc(-c2nc(CS(=O)CC(=O)NCCCN3CCC(C)CC3)c(C)o2)cc1 (centres undefined)
  MT1-MMP act inh: 2.6
  SKN-1 inh: 18.0
  MsrA inhibitor: -1.8
  FAS-TE inh: -3.5
  NRP1-CendR mod: 0.9
  MsrA act: -1.8
  MLLE-PAM2 inh: 3.4
  E coli Lon inh: -17.8
  TbMetRS inhib: -0.5
> CC(C)(C)C(=O)Nc1ccc(C(=O)NNC(=O)Cc2ccccc2)cc1
  MT1-MMP act inh: -0.2
  SKN-1 inh: 11.5
  MsrA inhibitor: -0.4
  FAS-TE inh: -5.9
  NRP1-CendR mod: 20.4
  MsrA act: 1.6
  MLLE-PAM2 inh: -4.9
  E coli Lon inh: 0.5
  TbMetRS inhib: -0.8
> O=C(NCc1ccccn1)C1CCCN(S(=O)(=O)c2cc(Cl)ccc2Cl)C1 (centres undefined)
  MT1-MMP act inh: 16.5
  SKN-1 inh: -0.7
  MsrA inhibitor: .
  FAS-TE inh: 14.3
  NRP1-CendR mod: 5.7
  MsrA act: -2.6
  MLLE-PAM2 inh: -8.3
  E coli Lon inh: -1.8
  TbMetRS inhib: -0.4
> COc1ccc(C(=O)NC2CCCN(Cc3ccc(Cl)cc3)C2)c(OC)c1 (centres undefined)
  MT1-MMP act inh: -4.3
  SKN-1 inh: -2.5
  MsrA inhibitor: 0.5
  FAS-TE inh: 13.8
  NRP1-CendR mod: 12.9
  MsrA act: -0.6
  MLLE-PAM2 inh: -5.0
  E coli Lon inh: -13.5
  TbMetRS inhib: -0.2
